Bioassay records: PubChem, Sanford-Burnham Center for Chemical Genomics
hIAP activ: increases human intestinal alkaline phosphatase activity | purified human IAP, CDP-Star luminescence, 30 min; active compounds read high; 1 = vehicle-only enzyme, 0 = enzyme-free background | actives 0.16% (n = 330,000) | activation factor at 10 µM | P09923;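 active = activation factor of the enzyme at least 2-fold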; also: the source names both 10 and 20 µM as test concentration; values of inactives mirror those of a sister screen read the other way
Target sequence (P09923 whole entry, looked up): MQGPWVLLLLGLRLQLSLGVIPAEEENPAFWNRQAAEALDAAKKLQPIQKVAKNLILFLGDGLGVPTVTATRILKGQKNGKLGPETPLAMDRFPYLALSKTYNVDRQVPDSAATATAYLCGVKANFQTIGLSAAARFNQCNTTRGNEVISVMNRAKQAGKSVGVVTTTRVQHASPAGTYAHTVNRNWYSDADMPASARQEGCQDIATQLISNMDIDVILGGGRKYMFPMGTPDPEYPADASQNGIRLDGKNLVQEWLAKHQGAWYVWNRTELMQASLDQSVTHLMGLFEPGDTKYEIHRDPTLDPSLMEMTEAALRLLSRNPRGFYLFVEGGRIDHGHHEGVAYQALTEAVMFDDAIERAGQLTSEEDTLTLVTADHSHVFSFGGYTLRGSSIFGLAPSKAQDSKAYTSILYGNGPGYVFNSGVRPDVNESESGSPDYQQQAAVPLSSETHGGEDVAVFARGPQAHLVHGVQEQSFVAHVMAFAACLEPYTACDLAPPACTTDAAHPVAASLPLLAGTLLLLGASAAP
MPTP block: permeability transition pore inhibition. AID 602449. actives 1.4% (n = 360,000). isolated mouse mitochondria, Ca2+ swelling absorbance, 30 min. inhibition, % at 10 µM;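 active = inhibition of 50% or more, scaled per plate between neutral and stimulator controls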;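 also: 0% = DMSO wells given calcium and 100% = 1 mM EGTA wells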
hIAP block: blocks human intestinal alkaline phosphatase; P09923; purified IAP, CDP-Star luminescence, 30 min; inhibition, % at 10 µM; actives 0.12% (n = 330,000); AID 2544;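 active = inhibition reaching a set limit with compound at 10 µM in the primary screen, cut at about 35% in these data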;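 also: plate controls were DMSO wells with enzyme for no effect and no-enzyme buffer wells for full effect; values of inactives mirror those of a sister screen read the other way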
mIAP inh: blocks mouse intestinal alkaline phosphatase; purified mouse IAP, CDP-Star luminescence, 30 min; inhibition, % at 10 µM; actives 0.2% (n = 330,000);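 active = inhibition of at least 40% at 10 µM in the primary screen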;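 also: plate controls were DMSO with enzyme for no effect and no enzyme wells for full effect; values of inactives mirror those of a sister screen read the other way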
NR3A LBD binder: modulates the human NR3A ligand-binding domain; NR3A LBD differential scanning fluorimetry, Tm shift; 0% = protein alone, 100% = glycine-bound protein; Tm shift relative to glycine control, % at 25 µM; actives 2.5% (n = 340,000); AID 1259313;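 active = melting temperature shift of at least 10% of the positive control shift, at one fixed dose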
APOBEC3A inh: blocks human APOBEC3A ssDNA deamination; recombinant A3A, FAM/TAMRA ssDNA deamination fluorescence; inhibition, % at 20 µM; actives 0.41% (n = 330,000); AID 493011;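 active = at least 40% inhibition at 20 µM here, with at most 30% in a related deaminase screen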;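 also: plate controls were A3A with DMSO for no effect and wells lacking A3A enzyme for full effect; some results filed as inactive read as strong as hits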
Target sequence (P31941 whole entry, looked up): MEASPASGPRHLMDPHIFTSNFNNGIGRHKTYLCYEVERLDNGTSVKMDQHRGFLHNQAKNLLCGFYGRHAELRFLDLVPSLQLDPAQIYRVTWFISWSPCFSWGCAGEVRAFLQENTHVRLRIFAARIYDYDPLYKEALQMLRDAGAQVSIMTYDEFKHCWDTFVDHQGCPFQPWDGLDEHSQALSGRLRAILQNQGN
APOBEC3G inh: APOBEC3G (human) deaminase inhibition; AID 493012; inhibition, % at 20 µM; recombinant A3G, ssDNA deamination FAM/TAMRA fluorescence; actives 0.28% (n = 330,000); Q9HC16;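 active = inhibition of at least 40% at 20 µM, with no more than 30% in the related APOBEC3A deaminase screen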;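 also: plate controls were DMSO wells with A3G for no effect and wells lacking A3G enzyme for full effect; some compounds called inactive have numbers as strong as hits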
Target sequence (Q9HC16 whole entry, looked up): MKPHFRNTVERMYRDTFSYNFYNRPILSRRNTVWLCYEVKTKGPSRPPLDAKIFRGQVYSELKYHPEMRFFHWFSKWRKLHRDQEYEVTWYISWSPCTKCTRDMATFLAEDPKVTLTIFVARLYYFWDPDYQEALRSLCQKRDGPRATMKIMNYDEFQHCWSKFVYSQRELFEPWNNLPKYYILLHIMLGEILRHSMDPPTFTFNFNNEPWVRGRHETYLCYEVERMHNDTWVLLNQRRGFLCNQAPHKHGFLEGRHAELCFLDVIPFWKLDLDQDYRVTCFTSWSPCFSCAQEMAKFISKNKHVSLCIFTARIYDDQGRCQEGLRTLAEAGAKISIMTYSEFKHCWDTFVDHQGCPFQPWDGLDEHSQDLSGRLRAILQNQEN
mIAP act: increases mouse intestinal alkaline phosphatase activity | muIAP, CDP-Star luminescence, 30 min; active compounds read high; 1 = vehicle-only enzyme signal, 0 = enzyme-free wells | activation factor at 10 µM | actives 0.24% (n = 330,000);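 active = activation factor of at least 2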; also: the source names both 10 and 20 µM as test concentration; values of inactives mirror those of a sister screen read the other way
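also added = chemiluminescent substrate CDP-Star | test system = mouse IAP enzyme | signal = chemiluminescence readout | compound = DMSO-dissolved test compounds | incubation = 30 min at room temperature | benchmarks = DMSO wells, no-enzyme wells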
MIN6 prolif: MIN6 beta-cell proliferation induction; actives 0.29% (n = 330,000); proliferation, % at 10 µM; AID 2380; MIN6 cells proliferation, ATPlite luminescence, 48 h; cells starved in 0.2% serum; 100% = growth in 10% serum;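 active = compounds whose signal lies at least 3.5 SD above the mean of all wells on their plate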;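 also: 0% = DMSO-treated cells in low-serum medium and 100% = 10% serum control; some compounds called inactive have numbers as strong as hits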
Numbers without * were called inactive; nt = not tested or not shown.

SMILES | hIAP activ | MPTP block | hIAP block | mIAP inh | NR3A LBD binder | APOBEC3A inh | APOBEC3G inh | mIAP act | MIN6 prolif
O=c1cc(CNc2cc(C(F)(F)F)cc(C(F)(F)F)c2)nc2sccn12 | 0.98 | -1.4 | 2 | 8 | -6 | -6 | -10 | 0.92 | -2
COCC1CCN(Cc2cn(C)nc2-c2cccc(Cl)c2)C1 (stereo unspecified) | 1 | -1.3 | 0 | 7 | 0 | -2 | -5 | 0.93 | 4
COc1ccc(OC)c(NC(=O)C2CCCCC2)c1 | 1 | 0.3 | -1 | 7 | 1 | -2 | -4 | 0.93 | 1
Cc1cc(C(=O)Nc2cnc3ccccc3c2)ccc1[N+](=O)[O-] | 1.1 | 7.6 | -11 | 6 | -2 | -1 | -5 | 0.94 | -2
Cc1ccc(OCCNC(=O)c2ccc(NC(=O)CC3SC(N4CCCC4)=NC3=O)cc2)cc1 (stereo unspecified) | 0.9 | 0.1 | 10 | 3 | -3 | 2 | 0 | 0.97 | -3
CCN(CC)S(=O)(=O)c1ccc(N2CCOCC2)c(NC(=O)COc2ccccc2C#N)c1 | 0.91 | -0.1 | 9 | -4 | -2 | 4 | 4 | 1 | -1
CCOC(=O)c1cc(C(=O)NCc2ccc(Cl)cc2Cl)nn1C | 0.95 | 0.8 | 5 | 2 | 0 | -3 | -4 | 0.98 | 0
CC(c1ccccc1)n1c(S(=O)(=O)O)nc2ccccc21 (stereo unspecified) | 1.1 | -1.7 | -5 | -12 | 2 | 1 | -7 | 1.1 | 2
O=[N+]([O-])c1ccc(-c2ncc(-c3ccc(Br)cc3)o2)cc1 | 1 | 4.3 | -4 | 5 | 2 | -3 | -8 | 0.95 | 0
COC(=O)c1ccc(Cl)c(NC(=O)CN2CCN(C)CC2)c1 | 0.69 | 2.2 | 31 | 7 | -1 | -1 | -8 | 0.93 | 0
CCC(C)NC(=O)CCCc1ccccc1 (stereo unspecified) | 1 | -0.4 | -2 | 17 | 0 | 2 | -10 | 0.83 | 0
O=C(OCC(=O)N1CCCC1)c1ccc(NS(=O)(=O)c2cccs2)cc1O | 1 | -4.9 | -5 | 0 | -1 | 1 | 0 | 1 | -3
CC(NC(=O)N1CCOCC1)c1ccccc1 (stereo unspecified) | 1 | -0.3 | -1 | -6 | -1 | 2 | -5 | 1.1 | 2
CCCc1[nH]nc2c1C(c1cn[nH]c1-c1ccc(F)cc1)C(C#N)=C(N)O2 (stereo unspecified) | 1.3 | 0.0 | -31 | 11 | -2 | -3 | -6 | 0.89 | -2
Cc1nc(NC(=O)C2CC2)sc1C(=O)NC1CCCCC1 | 1.1 | -1.6 | -8 | 4 | -2 | -1 | -6 | 0.96 | -4
COc1ccccc1N(CC(=O)N1CCC(C(N)=O)CC1)S(=O)(=O)c1ccccc1 | 1.2 | -2.5 | -21 | -4 | -2 | -1 | -4 | 1 | -2
O=C(Cc1ccccc1)Nc1ccc(Br)c(Cl)c1 | 1.1 | 3.5 | -11 | -49 | 0 | 2 | -5 | 1.5 | -3
CC(=O)NC(=S)Nc1ccc(NC(=S)NC(=O)c2cccs2)cc1 | 1.3 | 1.3 | -25 | 2 | 2 | -2 | -8 | 0.98 | -2
COc1ccc(-c2nn(Cc3ccccc3)cc2C(=O)N2CCN(c3ncccn3)CC2)cc1OC | 1.2 | 0.0 | -17 | -13 | 0 | -2 | -4 | 1.1 | 0
CC(C)C[C@H](CO)Nc1nc(Nc2cccc(Cl)c2)c2ncn(C(C)C)c2n1 | 1.2 | -2.1 | -15 | -2 | -5 | -4 | -11 | 1 | -7

In a second layout: 9 of the compounds above.
The line under a structure holds: hIAP activ, MPTP block, hIAP block, mIAP inh, NR3A LBD binder, APOBEC3A inh, APOBEC3G inh, mIAP act, MIN6 prolif
- O=c1cc(CNc2cc(C(F)(F)F)cc(C(F)(F)F)c2)nc2sccn12
    0.98, -1.4, 2, 8, -6, -6, -10, 0.92, -2
- COCC1CCN(Cc2cn(C)nc2-c2cccc(Cl)c2)C1 (stereo unspecified)
    1, -1.3, 0, 7, 0, -2, -5, 0.93, 4
- COc1ccc(OC)c(NC(=O)C2CCCCC2)c1
    1, 0.3, -1, 7, 1, -2, -4, 0.93, 1
- Cc1cc(C(=O)Nc2cnc3ccccc3c2)ccc1[N+](=O)[O-]
    1.1, 7.6, -11, 6, -2, -1, -5, 0.94, -2
- Cc1ccc(OCCNC(=O)c2ccc(NC(=O)CC3SC(N4CCCC4)=NC3=O)cc2)cc1 (stereo unspecified)
    0.9, 0.1, 10, 3, -3, 2, 0, 0.97, -3
- CCN(CC)S(=O)(=O)c1ccc(N2CCOCC2)c(NC(=O)COc2ccccc2C#N)c1
    0.91, -0.1, 9, -4, -2, 4, 4, 1, -1
- CCOC(=O)c1cc(C(=O)NCc2ccc(Cl)cc2Cl)nn1C
    0.95, 0.8, 5, 2, 0, -3, -4, 0.98, 0
- CC(c1ccccc1)n1c(S(=O)(=O)O)nc2ccccc21 (stereo unspecified)
    1.1, -1.7, -5, -12, 2, 1, -7, 1.1, 2
- O=[N+]([O-])c1ccc(-c2ncc(-c3ccc(Br)cc3)o2)cc1
    1, 4.3, -4, 5, 2, -3, -8, 0.95, 0

(cont.)
SMILES | hIAP activ | MPTP block | hIAP block | mIAP inh | NR3A LBD binder | APOBEC3A inh | APOBEC3G inh | mIAP act | MIN6 prolif
OC1(c2ccccc2)CN(c2ccccc2)C2=[N+]1CCS2 (stereo unspecified) | 1.1 | -0.7 | -11 | 8 | -1 | -1 | -4 | 0.92 | 0
O=C(O)CCCC(=O)N1CCc2cc(S(=O)(=O)NCc3ccccc3)ccc21 | 1.2 | -3.3 | -15 | -13 | 0 | -5 | -9 | 1.1 | -4
CC(C)CNC(=O)c1cccc(NC(=O)c2ccc3c(c2)C(=O)N(C)C3=O)c1 | 1.2 | 0.3 | -21 | -7 | 0 | -5 | -9 | 1.1 | -1
O=C(CSc1nnc(-c2ccc(F)cc2)c2ccccc12)Nc1cccc(Cl)c1 | 0.95 | -0.3 | 5 | -1 | 2 | -1 | -4 | 1 | 0
Cn1c2ccccc2c2cc(/C=C(\NC(=O)c3ccccc3)C(=O)NCC(=O)O)ccc21 | 1 | 0.9 | -5 | -2 | 2 | 3 | -2 | 1 | -2
CCOC(=O)c1c(C)n(C)c2c(C)cc(O)c(OC(=O)CC)c12 | 0.98 | -0.4 | 2 | -13 | 1 | 2 | 5 | 1.1 | -3
O=C(CSc1ccccc1)NC1CCCCCCC1 | 0.99 | 0.1 | 1 | -5 | -3 | -4 | -6 | 1 | 5
CC(=O)Nc1ccc2c(CN3C(=O)NC(C)(c4ccc(C)cc4)C3=O)cc(=O)oc2c1 (stereo unspecified) | 0.9 | 0.7 | 10 | 2 | -2 | 1 | -5 | 0.98 | 2
CC1=C(C(=O)OCc2ccccc2)C(c2ccc([N+](=O)[O-])cc2)NC(=O)N1C (stereo unspecified) | 0.96 | 0.4 | 4 | 4 | -1 | -3 | -10 | 0.96 | -1
COc1ccccc1NC(=O)CCc1nc2sc3c(c2c(=O)[nH]1)CCCC3 | 1 | 0.5 | -2 | 13 | nt | 4 | -1 | 0.87 | 3
CN(C)N1C(N)=C(C#N)C(c2cccs2)C2=C1CC(C)(C)CC2=O (stereo unspecified) | 1.1 | -0.2 | -8 | -1 | -1 | -3 | -3 | 1 | 0
O=C(NCc1cccs1)c1ccccc1[N+](=O)[O-] | 0.87 | -0.9 | 13 | -9 | 1 | -3 | -11 | 1.1 | -1
NS(=O)(=O)c1ccc(NC(=O)COC(=O)CCc2nc3ccccc3c(=O)[nH]2)cc1 | 1 | -0.3 | -2 | -4 | 0 | -4 | -9 | 1 | 8
O=C(CSc1ncccn1)NC(=O)NCc1ccco1 | 0.94 | -1.9 | 6 | -2 | 0 | 10 | 7 | 1 | 1
Cc1ccc(-c2csc3ncn(CC(N)=O)c(=O)c23)cc1C | 0.96 | 0.6 | 4 | -2 | 1 | -3 | -6 | 1 | -2
COc1cc2cc(Oc3ccc4ccc(=O)oc4c3)c(=O)oc2cc1OC(=O)/C=C/c1ccccc1 | 0.94 | 0.8 | 6 | 6 | 5 | -60 | -118 | 0.94 | -6
CC(=O)c1ccc(NC(=O)CSc2nnc(NC(=O)CN3CCOCC3)s2)cc1 | 0.82 | -0.5 | 18 | -2 | 1 | -2 | -6 | 1 | -3
CN(C)C(=O)N1CCC(C(=O)NCc2ccccc2)CC1 | 0.95 | -1.2 | 5 | -4 | 3 | -7 | -7 | 1 | -2
COc1ccc(C(=O)NCCONC(=O)c2ccc(OC)cc2)cc1 | 0.85 | -1.1 | 15 | 9 | -1 | -3 | -9 | 0.91 | 6
O=[N+]([O-])c1cc(/C=N/Nc2nc(N3CCCCC3)nc(N3CCCCC3)n2)ccc1O | 0.94 | -7.9 | 6 | 13 | 0 | -7 | -6 | 0.87 | 0
CCCSc1nnc(CNC(=O)C23CC4CC(CC(C4)C2)C3)n1Cc1ccccc1 | 1.2 | 2.4 | -17 | -20 | -3 | 0 | -7 | 1.2 | -5
COC(=O)[C@]1(C)N[C@H](CN(C)C(=O)COc2ccccc2)[C@@H]2C(=O)N(C)C(=O)[C@@H]21 | 1 | -0.6 | -1 | 12 | -1 | 0 | 74* | 0.88 | -1
CCc1ccc(N2C(=O)C(Cl)=C(N3CCCCCC3)C2=O)cc1 | 0.85 | 0.0 | 15 | 0 | 2 | -4 | -5 | 1 | -2
COc1ccc(CCNC(=O)c2ccc(S(=O)(=O)N(C)c3ccccc3)cc2)cc1OC | 1.1 | -1.4 | -9 | 7 | -4 | -4 | -4 | 0.93 | 0
CCc1nnc(NC(=O)CSc2nnc(-c3ccc(OC)cc3)n2C)s1 | 1.1 | 1.4 | -9 | 0 | 1 | 4 | 0 | 0.99 | -3
CN(C)n1cccc1/C=C(\C#N)S(=O)(=O)c1ccc(Cl)cc1 | 1.1 | 6.4 | -6 | 3 | -1 | -3 | -5 | 0.97 | -1
CS(=O)(=O)NCCCNc1ccc(Cl)cc1[N+](=O)[O-] | 0.88 | 3.1 | 12 | -2 | 5 | 2 | 2 | 1 | 0
COc1ccc(NC2CC(=O)N(C(C)C)C2=O)cc1 (stereo unspecified) | 1.2 | 0.3 | -19 | -4 | -10 | -3 | -4 | 1 | -2
COc1ccc2c(CC(=O)Nc3ccc(N4CCOCC4)cc3)coc2c1 | 0.98 | 1.0 | 2 | -10 | -10 | 3 | 1 | 1.1 | -2
CCN(c1ccccc1)S(=O)(=O)c1ccc(C(=O)NNC(=O)c2ccccc2F)cc1 | 0.97 | -1.4 | 3 | -13 | -3 | -1 | 0 | 1.1 | -4
CC1Oc2ccccc2N(CC(=O)N2CCCc3ccccc32)C1=O (stereo unspecified) | 1 | 0.3 | 0 | 4 | -1 | 4 | -2 | 0.96 | 0
CN1C(=O)NC(c2cccc(F)c2)C2=C1CC(C)(C)CC2=O (stereo unspecified) | 0.98 | -0.1 | 2 | -9 | -1 | 3 | 1 | 1.1 | 0
CCCNC(=O)c1cccc(COCC(F)(F)C(F)F)c1 | 0.99 | 1.2 | 1 | 1 | 2 | -4 | -6 | 0.99 | -2
CC(C)CC(=O)Nc1nnc(SCC(=O)Nc2nccs2)s1 | 0.8 | 0.1 | 20 | 1 | 2 | 0 | -5 | 0.99 | 3

Fetched one by one from above (2):
SMILES | hIAP activ | MPTP block | hIAP block | mIAP inh | NR3A LBD binder | APOBEC3A inh | APOBEC3G inh | mIAP act | MIN6 prolif
COc1ccc(NC2CC(=O)N(C(C)C)C2=O)cc1 (stereo unspecified) | 1.2 | 0.3 | -19 | -4 | -10 | -3 | -4 | 1 | -2
CN1C(=O)NC(c2cccc(F)c2)C2=C1CC(C)(C)CC2=O (stereo unspecified) | 0.98 | -0.1 | 2 | -9 | -1 | 3 | 1 | 1.1 | 0
